# Bioassay records from PubChem.
# Epigenetic derep: Quantitative High-Throughput Screen for Regulators of Epigenetic Control. Potency, µM (highest dose often 53.9 µM), without a hit: at the top dose GFP activation, hits mostly activators. 280,000 compounds, 0.2% hits. murine LDR cells, GFP reporter derepression, 30 h; further: % of control where 0% means no effect; nearly all actives have a fitted effect of over 60% in size
#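 Readout is the number of GFP-expressing murine LDR cells, counted by cytometry following washing. Cells were treated with compound for 30 h at 37 C; the stably integrated CMV-GFP locus is normally silent.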
# IMPase Li cell: qHTS Assay for Identifying the Cell-Membrane Permeable IMPase Inhibitors: Potentiation with Lithium; Potency, µM (top dose mostly 59.4 µM), inactives show at the highest dose activity, negative = IMPase inhibition, hits mostly inhibitors; 210,000 compounds, 0.35% hits; CHO-M1 cells, IP1 TR-FRET (IP-One), carbachol + lithium; AID 1457, 2008;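 further: IP1 builds up when IMPase is blocked and the TR-FRET signal falls; plate controls were basal vehicle for no effect and high inhibitor control for full effect; nearly all actives have a fitted effect of over 50% in size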
#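 CHO cells stably expressing M1 receptor (2000/well, cultured 16–30 h) treated 30 min at 37C with compound plus low lithium. Cytosolic IP1 by TR-FRET (665/620 ratio and 620 channel) after 10 min lysis; AC50 by Hill fit.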
# KDM4E inh: qHTS Assay for Inhibitors of Human Jumonji Domain Containing 2E (JMJD2E) | Lysine-specific demethylase 4E (Homo sapiens), B2RXH2 | JMJD2E catalytic domain, FDH-coupled NADH fluorescence (FDH is formaldehyde dehydrogenase) | Potency, µM (highest dose often 57.1 µM), for the others: at the top dose activity change, negative = inhibition, actives largely listed as inhibitors | 230,000 compounds, 1.6% hits; active means well fitted inhibition curve with a large enough effect, not every such curve was filed as active; inconclusive means small, poorly fitted or top-dose-only effect, or another doubt; inactive means no such curve, though single readings can be large or run the other way;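 further: 0% = wells with enzyme and -100% = buffer wells without enzyme; nearly all actives have a fitted effect of over 50% in size; many of its hits are not listed in these tables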
# RECQ1 helicase: qHTS Assay for Inhibitors of RecQ-Like Dna Helicase 1 (RECQ1) | ATP-dependent DNA helicase Q1 (Homo sapiens), P46063 | RECQ1 DNA unwinding, red fluorescence kinetic read | Potency, µM (doses to about 57.3 µM), for inactives: at the highest dose activity, negative = inhibition, actives largely listed as inhibitors | 240,000 compounds, 0.54% hits | AID 2549, 2010;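 further: plate controls were vehicle for no effect and no enzyme for full effect; nearly all actives have a fitted effect of over 30% in size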
# Target sequence (P46063 whole entry, looked up): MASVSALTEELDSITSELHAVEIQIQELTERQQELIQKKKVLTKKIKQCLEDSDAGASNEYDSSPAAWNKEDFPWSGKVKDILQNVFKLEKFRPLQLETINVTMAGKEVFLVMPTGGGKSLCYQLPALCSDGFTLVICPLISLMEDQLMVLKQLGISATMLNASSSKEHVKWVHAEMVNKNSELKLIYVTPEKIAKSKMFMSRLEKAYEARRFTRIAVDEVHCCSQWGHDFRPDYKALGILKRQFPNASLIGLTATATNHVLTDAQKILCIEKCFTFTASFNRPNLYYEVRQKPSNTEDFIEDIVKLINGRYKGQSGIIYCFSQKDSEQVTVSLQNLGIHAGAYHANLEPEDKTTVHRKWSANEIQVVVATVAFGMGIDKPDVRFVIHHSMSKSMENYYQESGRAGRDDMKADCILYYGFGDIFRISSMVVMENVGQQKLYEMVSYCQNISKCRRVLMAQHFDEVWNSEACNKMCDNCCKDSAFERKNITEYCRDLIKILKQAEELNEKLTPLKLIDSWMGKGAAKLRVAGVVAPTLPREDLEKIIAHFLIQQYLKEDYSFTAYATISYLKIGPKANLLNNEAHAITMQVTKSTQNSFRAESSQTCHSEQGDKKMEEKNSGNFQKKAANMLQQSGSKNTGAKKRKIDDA
#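 50 nM RECQ1T1 preincubated 15 min with compound in Tris pH 8.0 buffer with MgCl2, DTT, Tween-20 and 2.5 ug/ml poly(dI-dC); started with 200 nM TAMRA/BHQ-2 forked duplex and 2 mM ATP. Unwinding read as fluorescence (525/598 nm), two reads 2 h apart.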
# RGS12 GoLoco inh: qHTS Assay for Inhibitors of RGS12 GoLoco Motif Activity (Red Fluorophore); 230,000 compounds, 0.44% hits; Gai1:RGS12 GoLoco peptide FP, rhodamine, 10 min; Potency, µM (titrated, usually from 61.6 µM), without a hit: at the highest dose activity, negative = inhibition, most hits filed as inhibitors; active means well fitted inhibition curve with a large enough effect, not every such curve was filed as active; inactive means no such curve, though single readings can be large or run the other way; further: on the % scale 0 is the no-effect control and ±100 the full control effect; nearly all actives have a fitted effect of over 30% in size; many of its hits are not listed in these tables
# SMN2 splice enh: qHTS Assay for Enhancers of SMN2 Splice Variant Expression | Potency, µM (doses to about 46.1 µM), for the others: at the top dose activity change, positive = activation, most hits filed as activators | 210,000 compounds, 2.8% hits | AID 1458, 2008 | HEK293 SMN2-luciferase splicing reporter, luminescence, 30-36 h; further: % of control where 0% means no effect; nearly all actives have a fitted effect of over 55% in size
#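 qHTS luciferase splicing reporter: luminescence rises when SMN2 exon 7 is included in transfected HEK293 cells. Compound exposure lasted 30-36 h at 37C, with 4.5 mM final sodium butyrate as control, followed by a ONE-Glo read.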
# NPSR antagonist: qHTS Assay for Antagonists of the Neuropeptide S Receptor: cAMP Signal Transduction; 220,000 compounds, 1% hits; Potency, µM (doses to about 38.3 µM), for the others: at the top dose activity change, negative = inhibition, actives largely listed as inhibitors; Q6W5P4; AID 1461, 2008; CHO-NPSR cells, cAMP TR-FRET, antagonist mode; further: on the % scale 0 is the no-effect control and ±100 the full control effect; nearly all actives have a fitted effect of over 50% in size; many of its hits are not listed in these tables
# Target sequence (Q6W5P4 whole entry, looked up): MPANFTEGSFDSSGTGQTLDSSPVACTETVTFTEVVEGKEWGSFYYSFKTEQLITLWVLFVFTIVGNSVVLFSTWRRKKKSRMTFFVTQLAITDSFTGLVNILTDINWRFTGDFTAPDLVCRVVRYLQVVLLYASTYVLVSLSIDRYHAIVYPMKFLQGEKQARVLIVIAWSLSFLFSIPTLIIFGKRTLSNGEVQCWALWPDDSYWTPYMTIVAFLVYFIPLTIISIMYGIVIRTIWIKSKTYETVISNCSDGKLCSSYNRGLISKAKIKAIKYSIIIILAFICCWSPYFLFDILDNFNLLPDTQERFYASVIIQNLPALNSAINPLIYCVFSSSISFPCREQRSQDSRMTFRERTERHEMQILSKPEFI
# Luc counter: Counterscreen for Luciferase (Kinase-Glo TM) Inhibition. Luciferin 4-monooxygenase (Photuris pensylvanica), Q27757. Kinase-Glo luciferase, ATP luminescence, 8 min. Potency, µM (top dose mostly 38.3 µM), for inactives: at the highest dose activity change, negative = inhibition, actives largely listed as inhibitors. 200,000 compounds, 0.28% hits; further: on the % scale 0 is the no-effect control and ±100 the full control effect; nearly all actives have a fitted effect of over 60% in size
#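 Light output from Kinase-Glo luciferase with luciferin and 10 uM ATP in 50 mM imidazole pH 7.2, KCl, MgCl2, Tween 20, BSA; compound pin-delivered, 8-min ambient incubation, then luminescence read.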
# An asterisk follows results filed as active; i = inactive; ? = inconclusive; . = no result given; [ ] = remark or other dose. Unless noted, the call rests on the fitted dose curve; in most records, active means well fitted curve in the direction sought with a large enough effect; inconclusive means small, poorly fitted or top-dose-only effect, or another doubt; inactive means no such curve, though single readings can be large; an effect the other way counts as inactive or inconclusive. Potency means the concentration at half of the fitted maximal effect. These rows are one share of the data; count on the stated rates, not on these rows.
entry	compound	RECQ1 helicase	KDM4E inh	IMPase Li cell	Epigenetic derep
1	CCOC(=O)c1[nH]c2ccc(OCC)cc2c1CCCN1C(=O)c2ccccc2C1=O	3%	-11%	15%	-1.0%
2	CC(=O)c1ccc(OCCCC(=O)n2nnc3ccccc32)cc1	-11%	0%	-8%[38.3 µM]	2.4%
3	Cc1ccc(S(=O)(=O)N(C)C)cc1NC(=O)COC(=O)c1ccc2c(c1)OCCO2	i	-11%	2%	0.0%
4	CC1(C)CC(=O)C(=Cc2cn(-c3ccccc3)nc2-c2ccc(Cl)cc2)C(=O)C1	-1%	2%	-22%[38.3 µM]	-1.8%
5	CNC(=S)Nc1ccc(Nc2ccccc2)cc1	-8%	1%	5%[38.3 µM]	-1.1%
6	C=CCn1c(C(C)NC(=O)c2cccs2)n[nH]c1=S (stereo unspecified)	6%	7%	-8%	3.2%
7	COc1cccc(Cn2c(=O)c(-c3cccc(Cl)c3)nc3cncnc32)c1	-9%	.	5%	.
8	COc1ccc(N2CCN(C(=O)c3ccc(CSc4ccccc4)cc3)CC2)cc1	-1%	3%	5%	1.8%
9	CN1Cc2ccccc2N(CC(=O)NCc2ccccc2)C1=O	-2%	2%	-4%	-2.7%
10	Cc1ccc2nc(Cn3cc(C(F)(F)F)ccc3=O)cc(=O)n2c1	-1%	?	-16%	-2.6%
11	Cn1cnnc1SCNC(=O)C(F)(F)F	i	5%	1%[38.3 µM]	0.8%
12	C=CCN1C(=O)CSc2ccc(C(=O)N3CCC(C)CC3)cc21	-10%	0%	.	-1.0%

entry	SMN2 splice enh	NPSR antagonist	Luc counter	RGS12 GoLoco inh
1	-14%	-22%	0%	0%
2	-8%	-6%[46.1 µM]	-1%	-9%
3	.	16%	.	-2%
4	0%	?	-4%	10%
5	?	-16%[46.1 µM]	-2%	2%
6	28%	2%	-3%	20%
7	-20%	.	-1%	6%
8	-5%	-12%	-1%	-4%
9	19%	6%	3%	-1%
10	17%	5%	1%	1%
11	-8%	0%[46.1 µM]	3%	3%
12	.	-10%[46.1 µM]	.	.

# Single records, from the list above. Order of screens: RECQ1 helicase, KDM4E inh, IMPase Li cell, Epigenetic derep, SMN2 splice enh, NPSR antagonist, Luc counter, RGS12 GoLoco inh
# Record of `CN1Cc2ccccc2N(CC(=O)NCc2ccccc2)C1=O` → -2%, 2%, -4%, -2.7%, 19%, 6%, 3%, -1%
# Record of `COc1ccc(N2CCN(C(=O)c3ccc(CSc4ccccc4)cc3)CC2)cc1` → -1%, 3%, 5%, 1.8%, -5%, -12%, -1%, -4%
# Record of `C=CCn1c(C(C)NC(=O)c2cccs2)n[nH]c1=S` (stereo unspecified) → 6%, 7%, -8%, 3.2%, 28%, 2%, -3%, 20%
# Record of `COc1cccc(Cn2c(=O)c(-c3cccc(Cl)c3)nc3cncnc32)c1` → -9%, ., 5%, ., -20%, ., -1%, 6%
# Record of `CC(=O)c1ccc(OCCCC(=O)n2nnc3ccccc32)cc1` → -11%, 0%, -8%[38.3 µM], 2.4%, -8%, -6%[46.1 µM], -1%, -9%

# Going on with the list.
entry	compound	RECQ1 helicase	KDM4E inh	IMPase Li cell	Epigenetic derep
13	Cc1nc2n[nH]c(N)c2c2c1CCCC2	-3%	-4%	.	0.0%
14	Cc1cccc(Oc2sc(C(=O)c3ccccc3)c(N)c2C#N)c1	i	1%	16%[38.3 µM]	-0.2%
15	O=S1(=O)C=C(Sc2nc3ccccc3s2)c2ccccc21	-4%	?	50%[activator][38.3 µM]	1.2%
16	CC(=O)Oc1ccc(NC(=O)CSc2ccccc2)cc1	0%	10%	15%[38.3 µM]	-2.1%
17	CC(C)CCn1c(Br)nc2c1c(=O)n(CC(N)=O)c(=O)n2C	-4%	-6%	9%[38.3 µM]	1.5%
18	Cn1c(-c2ccc([N+](=O)[O-])cc2)nc2ccccc21	2%	12%	4%	2.2%[10.1 µM]
19	CN(C(=O)c1ccc2c(c1)CCO2)C(C)(C)C	2%	-2%	.	0.0%
20	Cn1c(=O)[nH]c2c(Cl)nccc21	-9%	1%	.	-0.4%
21	CCN(CC)C(=O)CSc1nnc(COc2ccccc2)n1CC	-2%	9%	10%[38.3 µM]	-1.1%
22	Cc1c(Cl)c([N+](=O)[O-])nn1CCCC(=O)NC1CCCCC1	0%	-1%	1%	1.2%
23	O=C(CCCn1c(=O)[nH]c2ccsc2c1=O)N1CCN(c2ccccn2)CC1	i	?	-5%[38.3 µM]	-0.9%
24	CCOc1ccccc1NC(=O)CCn1c(=O)oc2ccccc21	-8%	7%	-15%[38.3 µM]	0.8%

entry	SMN2 splice enh	NPSR antagonist	Luc counter	RGS12 GoLoco inh
13	.	16%	.	5%
14	-54%[inhibitor]	?	-1%	9%
15	-108%[inhibitor]	10µM*	0%	2%
16	?	-6%[46.1 µM]	-2%	4%
17	0%	?	8%	0%
18	18%	6%	-9%	2%
19	.	20%	.	2%
20	.	6%[7.67 µM]	.	1%
21	-34%[inhibitor]	-6%[46.1 µM]	-3%	7%
22	-4%	-7%	-2%	-3%
23	8%	-1%[46.1 µM]	-2%	8%
24	2%	-3%[46.1 µM]	1%	0%

# More structures.
entry	compound	RECQ1 helicase	KDM4E inh	IMPase Li cell	Epigenetic derep
25	CCOC(=O)N1CCN(C(=O)c2cnn3c(C(F)F)cc(-c4ccc(C)cc4)nc23)CC1	i	9%	10%	-2.2%
26	Cc1ccc(OCC(=O)OCCN2C(=O)c3ccccc3C2=O)cc1C	-3%	1%	-3%	19%
27	N#Cc1cccc2cnccc12	4%	3%	25%[38.3 µM]	-1.0%
28	Cc1ccc(Oc2ccc(C(=O)NCc3ccncc3)cc2)cc1	-17%	-5%	5%	-0.1%
29	Cc1ccc(NCc2nnc(SCC(=O)O)n2-c2ccc(C)cc2)cc1	-9%	2%	3%	6.8%
30	Cc1cc2c(cc1C)NC(c1c(C)n(C)n(-c3ccccc3)c1=O)C1=C(CC(C)(C)CC1=O)N2 (stereo unspecified)	-6%	?	29%[38.3 µM]	0.9%
31	CCc1ccccc1N(CC(=O)NCCSCc1ccco1)S(C)(=O)=O	2%	5%	-7%[38.3 µM]	0.0%
32	CC1(C)Oc2ccc(NC(=O)c3ccco3)cc2O1	-5%	2%	-39%[38.3 µM]	1.8%
33	O=C(OCn1nnc2ccccc2c1=O)C1CCCCC1	2%	-21%	12%[38.3 µM]	-0.2%
34	CCCNC(=O)NC(=O)COC(=O)c1cccc(NS(=O)(=O)c2ccc(F)c(F)c2)c1	i	3%	6%	-0.9%
35	COc1cc(=O)n2c(-c3ccccc3)csc2n1	-3%	1%	4%[38.3 µM]	4.9%
36	CCCCNC(=O)C1c2ccccc2Oc2ccccc21	i	5%	8%	5.9%

entry	SMN2 splice enh	NPSR antagonist	Luc counter	RGS12 GoLoco inh
25	9%	-23%[46.1 µM]	-3%	9%
26	27%	5%	3%	2%
27	?	-8%[46.1 µM]	-5%	1%
28	-83%[inhibitor]	9%	5%	-7%
29	.	0%	-8%	15%
30	-5%	-7%[46.1 µM]	0%	85%[activator]
31	-15%	-11%[46.1 µM]	1%	1%
32	13µM*	-12%[46.1 µM]	-26%	-4%
33	-7%	-4%[46.1 µM]	-5%	-11%
34	-5%	-6%	2%	-13%
35	-3%	0%[46.1 µM]	1%	-2%
36	-7%	1%	-2%	8%

# The listing continues:
entry	compound	RECQ1 helicase	KDM4E inh	IMPase Li cell	Epigenetic derep
37	CCN(CC)c1ccc(S(=O)(=O)N(CC)CC)cc1NC(=O)c1cccnc1	9%	-3%	6%	1.1%
38	CCOC(=O)N1CCC(=NNC(=O)COc2ccc(OC)cc2)CC1	-7%	160%[activator]	-2%	1.1%
39	Cc1cc(-n2cccn2)ccc1CN1CCN(CC(C)C)C(CCO)C1 (stereo unspecified)	-6%	-8%	.	0.0%
40	N#CCCN1CCN(C(=S)c2ccc(-c3cccc(Cl)c3)o2)CC1	-15%	-16%	-6%[38.3 µM]	4.3%
41	COc1ccc(/C=C/C(=O)OCC(=O)NC2CCCC(C)C2C)cc1S(=O)(=O)N1CCOCC1 (stereo unspecified)	-8%	-4%	-3%	2.1%
42	CCN(CC)S(=O)(=O)c1cccc(-c2cn3cccnc3n2)c1	-7%	?	.	2.5%
43	Cn1c(=O)c2c(SCC(=O)NCc3ccco3)nc(CC(C)(C)C)nc2n(C)c1=O	-7%	-2%	6%[38.3 µM]	1.9%
44	COc1ccccc1NC(=O)Cc1noc(CSc2n[nH]c(N)n2)n1	-1%	7%	0%	3.9%
45	Cc1cc(-c2ccccc2)c(C#N)c(N)n1	-3%	?	-6%[38.3 µM]	-0.7%
46	CC(=O)c1cccc(NC(=O)Nc2cnn(Cc3ccc(F)cc3)c2)c1	-3%	-6%	12%[38.3 µM]	0.1%
47	N/C(=N\c1nc2ccccc2o1)NC(=O)c1ccccc1Br	i	-6%	.	1.3%
48	Cc1ccc2c(CC(=O)NCc3ccco3)coc2c1C	-1%	7%	-16%	-0.9%
49	COC(=O)\C(C(C)=O)=C(/C=C/C=C/N(C)C)N(C)C	-16%	-21%	7%[38.3 µM]	0.0%

entry	SMN2 splice enh	NPSR antagonist	Luc counter	RGS12 GoLoco inh
37	7%	-15%	2%	4%
38	-3%	-10%[46.1 µM]	1%	-6%
39	.	7%	.	5%
40	20%	-5%[7.67 µM]	-5%	114%[activator]
41	-18%	-3%	2%	-2%
42	.	-5%	.	9%
43	9%	-21%[46.1 µM]	-3%	1%
44	24%	7%	1%	11%
45	-3%	-19%[46.1 µM]	-1%	-6%
46	-14%	-25%[46.1 µM]	-3%	-13%
47	.	6%	.	6%
48	-2%	3%[46.1 µM]	12%	25%
49	-4%	-27%[46.1 µM]	1%	4%
